# m-calpain inh: inhibitors of pig calpain II; purified calpain II, fluorogenic peptide substrate, 30 min; inhibition, % at 16 µM; actives 0.37% (n = 220,000); AID 1236;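 active means inhibition above about 50%, limit read from the data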
# EP2 mod: EP2 receptor (human) modulation | EP2-expressing cells, cAMP HTRF FRET, PGE2 co-stimulation | P43116 | induction, % at 25 µM | actives 0.83% (n = 260,000) | AID 940;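 active means compounds whose cAMP rise, as percent of the full-agonist control response, exceeds 60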;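 further: rat C6 glioma line stably carrying human EP2 under a CMV promoter; the protocol text gives 20 µM as final concentration; 100% = response of wells given 1 µM PGE2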
# Target sequence (P43116 whole entry, looked up): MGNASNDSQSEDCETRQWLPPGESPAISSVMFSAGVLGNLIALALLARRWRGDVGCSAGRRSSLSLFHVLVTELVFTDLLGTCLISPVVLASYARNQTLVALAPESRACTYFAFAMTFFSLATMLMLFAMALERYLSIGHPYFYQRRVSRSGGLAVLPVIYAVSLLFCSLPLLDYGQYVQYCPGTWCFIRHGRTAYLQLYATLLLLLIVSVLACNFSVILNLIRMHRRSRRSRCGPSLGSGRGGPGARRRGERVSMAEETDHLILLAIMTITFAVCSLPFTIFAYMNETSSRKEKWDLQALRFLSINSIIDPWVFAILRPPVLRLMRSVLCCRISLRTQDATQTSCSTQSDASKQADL
# Starred values were filed as active, the others as inactive; x = no result given; & = joins results of further samples. A portion of the library, so the mix of outcomes need not match the whole.
no. | structure | m-calpain inh | EP2 mod
1 | O=C(O)Cc1cnc[nH]1 | x | 19
2 | O=C(Cn1cc(/C=C2\C(=O)NC(=S)N(c3ccccc3)C2=O)c2ccccc21)NCc1ccco1 | x | -80
3 | Oc1cccc2cccnc12 | x | 23&1
4 | C[C@]12CCC(=O)C=C1CCC1C2CC[C@@]2(C)C1CC[C@@H]2O (stereo partly drawn) | x | 73*
5 | C[C@]12CCC3C(CC[C@]4(O)C[C@@H](O)CC[C@]34C=O)[C@@]1(O)CCC2C1=CC(=O)OC1 (stereo partly drawn) | x | 13
6 | Cc1ccc(CN2CCNCC2)cc1 | x | -25
7 | O=C(O)CCCOc1ccc(Cl)cc1Cl | x | 9
8 | N#CC(O[C@@H]1O[C@H](CO[C@@H]2O[C@H](CO)[C@@H](O)[C@H](O)[C@H]2O)[C@@H](O)[C@H](O)[C@H]1O)c1ccccc1 (stereo partly drawn) | x | 2
9 | CSc1ncc(CN2C3CCC2CC(O)(c2ccccc2F)C3)cn1 (stereo not drawn) | x | -79
10 | C[C@H](Cc1ccc2c(c1)OC(C(=O)O)(C(=O)O)O2)NC[C@H](O)c1cccc(Cl)c1 | x | 23
11 | Clc1ccc(Cl)c2c1NC(c1cccnc1)C1CC=CC21 (stereo not drawn) | x | 87*
12 | CC1CCC(NC(=O)CN2C3CCC2CC(O)(c2ccco2)C3)CC1 (stereo not drawn) | x | -32
13 | Cc1nc(-c2ccc(F)cc2)c(CC(=O)N(CCN(C)C)C2CCCC2)s1 | x | -24
14 | N[C@H](Cc1ccccc1)c1nn[nH]n1 | x | 23
15 | C[N+](C)(C)CC#CCOC(=O)Nc1cccc(Cl)c1 | x | 11
16 | C=C(C)[C@H]1Cc2c(ccc3c2O[C@@H]2COc4cc(OC)c(OC)cc4[C@@H]2C3=O)O1 | x | 16&-32
17 | NCCc1c[nH]c2ccc(O)cc12 | x | 15
18 | CCN1CCN(c2nc(C)cc(=O)[nH]2)CC1 | x | 5
19 | CCCOc1c(CN2C3CCC2CC(O)(c2nccn2C)C3)cccc1OC (stereo not drawn) | x | 3
20 | CC(=O)O[C@H]1C[C@@H](OC(C)=O)C(C)(C)C2C[C@@H](OC(C)=O)[C@]3(C)C(CC[C@@]4(C)[C@H](c5ccoc5)C(=O)[C@H]5O[C@]543)[C@]21C (stereo partly drawn) | x | 24
21 | CN(CCN1CCCCC1)C(=O)Cc1ccc2c(c1)OCCO2 | x | -19
22 | COc1ccc(C2(O)CC3CCC(C2)N3Cc2cnc(SC)nc2)cc1 (stereo not drawn) | x | -68
23 | CCCCCCCCCCCCCC(=O)O[C@@H]1[C@@H](C)[C@@]2(O)[C@@H](C=C(CO)C[C@]3(O)C(=O)C(C)=C[C@@H]23)[C@@H]2C(C)(C)[C@]12OC(C)=O | x | -34
24 | COc1ccc(CC(=O)N(CCN(C)C)C2CCN(C)CC2)cc1C | x | -27
25 | CC(CO)NC(=O)C1C=C2c3cccc4[nH]cc(c34)C[C@H]2N(C)C1 (stereo partly drawn) | x | -1
26 | CCC1CCCCN1C(=O)CN1C2CCC1CC(O)(c1nccn1C)C2 (stereo not drawn) | x | 3
27 | O=C(O)c1ccccc1-c1c2cc(Br)c(=O)cc-2oc2[c]([Hg])c(O)c(Br)cc12 | x | -42
28 | COc1cc(CC(C)N)c(OC)cc1I (stereo not drawn) | x | 18
29 | C[C@@H]1O[C@H](C[N+](C)(C)C)CS1 | x | -6
30 | COc1ccc([C@H]2Oc3c(I)c(OC)cc(OC)c3C[C@@H]2O)cc1OC | x | -9
31 | CN(CCN1CCCCC1)C(=O)Cc1csc(-c2ccccc2F)n1 | x | -46
32 | Cc1nc(-c2ccccc2)c(CC(=O)N(CCN(C)C)C2CCCC2)s1 | x | -6
33 | O=C(CN1C2CCC1CC(O)(c1ccco1)C2)NCc1ccccc1 (stereo not drawn) | x | -18
34 | N[C@H](CCCCCP(=O)(O)O)C(=O)O | x | 15
35 | COc1cc([C@@H]2c3cc4c(cc3[C@H](OC(C)=O)[C@H]3COC(=O)[C@@H]23)OCO4)cc(OC)c1OC | x | 10
36 | CO[C@H]1[C@H](O)[C@H](O[C@H]2CC[C@]3(C)C4CC[C@]5(C)C(C6=CC(=O)OC6)CC[C@]5(O)C4CC[C@@H]3C2)O[C@@H](C)[C@@H]1O (stereo partly drawn) | x | -6
37 | Cn1cc(CNCCc2ccccc2)c2ccccc21 | x | -4
38 | Cc1ccc(NC(=O)CN2C3CCC2CC(O)(c2ccco2)C3)cc1F (stereo not drawn) | x | -71
39 | Cc1cc(C=C2C(=O)NC(=O)NC2=O)cc(C)c1O | x | -8
40 | CCOc1ccc(O)c(CN2C3CCC2CC(O)(c2ccccc2F)C3)c1 (stereo not drawn) | x | 43
41 | CCCN1CCC[C@@H]2Cc3nc(N)ncc3C[C@H]21 | x | 66*
42 | C[C@H]1OC(O[C@H]2[C@@H](O)CC(O[C@H]3[C@@H](O)C[C@H](O[C@H]4CC[C@]5(C)C6CC[C@]7(C)[C@@H](C8=CC(=O)OC8)[C@@H](O)C[C@]7(O)[C@@H]6CC[C@@H]5C4)O[C@@H]3C)O[C@@H]2C)C[C@H](O)C1O (stereo partly drawn) | x | 3
43 | C[C@]12CCC3C(CC[C@H]4CC(=O)CC[C@]34C)C1CCC2=O (stereo partly drawn) | x | -24
44 | C=CCN1CC[C@]23c4c5ccc(O)c4O[C@H]2/C(=N/NC(=O)c2ccccc2)CC[C@@]3(O)[C@H]1C5 | x | 4
45 | Cc1ccc(S(=O)(=O)N[C@@H](CCCCN)C(=O)CCl)cc1 | x | 66*
46 | COc1cc([C@@H]2c3cc4c(c(O)c3C[C@H]3COC(=O)[C@@H]32)OCO4)cc(OC)c1OC | x | 16
47 | CNC(=O)Oc1cccc2c1OC(C)(C)C2 | x | 13
48 | COc1ccc(OC)c(/C=C2\C(=O)C3CCN2CC3)c1 | x | -2
49 | CNc1ccc(C(=O)CC(O)CCC(C)C2OC(=O)CC(O)CC(=O)CC(O)CC(O)CC(O)CC(O)CC3(O)CC(O)C(C(=O)OC)C(CC(O[C@@H]4O[C@H](C)[C@@H](O)[C@H](N)[C@@H]4O)/C=C/C=C/C=C/C=C/C=C/C=C/C=C/C2C)O3)cc1 (stereo partly drawn) | x | 20
50 | CN1CCC23CCCC[C@H]2C1Cc1ccc(O)cc13 (stereo partly drawn) | x | 19

# Additional compounds:
no. | structure | m-calpain inh | EP2 mod
51 | Cn1ccnc1C1(O)CC2CCC(C1)N2CC(=O)Nc1cccc(F)c1 (stereo not drawn) | x | -34
52 | Nc1nonc1-c1cnon1 | x | -22
53 | CCN1CCN(C(=O)COc2ccc(F)cc2)CC1 | x | 34
54 | CC[C@@]1(O)C[C@H](O[C@H]2C[C@H](N(C)C)[C@H](O)[C@H](C)O2)c2c(cc3c(c2O)C(=O)c2c(O)ccc(O)c2C3=O)[C@H]1C(=O)OC | x | -26
55 | CC1=C2[C@H]3OC(=O)[C@@H](C)[C@@H]3CC[C@@]2(C)C=CC1=O | x | 22
56 | COc1ccccc1CN(CCN(C)C)C(=O)Cc1ccc2c(c1)OCCO2 | x | -2
57 | C=C(C)COc1cccc(CN2C3CCC2CC(O)(c2nccn2C)C3)c1 (stereo not drawn) | x | -23
58 | O=C(O)C[O][Sb][O]CC(=O)O | x | 31
59 | CC(C)=C[C@H]1[C@H](C(=O)OCc2cc3c(cc2Cl)OCO3)C1(C)C | x | 15
60 | Fc1ccc(C(OCCN2CCN(CCCc3ccccc3)CC2)c2ccc(F)cc2)cc1 | x | 46
61 | COc1c(C)cccc1CN1C2CCC1CC(O)(c1cccc(F)c1)C2 (stereo not drawn) | x | -78
62 | C=C1CC2C(CC[C@]3(C)C(=O)CCC23)[C@@]2(C)C=CC(=O)C=C12 (stereo partly drawn) | x | 20
63 | CNC(=O)Oc1ccccc1OC(C)C | x | 23
64 | COC(=O)C1=C(N)Oc2c(c(=O)oc3ccccc23)C1c1ccc(C(F)(F)F)cc1 (stereo not drawn) | x | -91
65 | CN(C)CCN(Cc1ccc(F)cc1)C(=O)Cc1csc(-c2cccc(F)c2)n1 | x | -87
66 | C[n+]1c(/C=C/c2ccc(O)c3ncccc23)[se]c2ccccc21 | x | -11
67 | CNC(Cc1c[nH]c2ccccc12)C(=O)O (stereo not drawn) | x | 1
68 | CCOC(=O)C1=C(C)OC(N)=C(C#N)C12C(=O)N(Cc1ccccc1)c1ccccc12 (stereo not drawn) | x | 46
69 | c1cncc(CNCC2CCCCC2)c1 | x | -2
70 | O=C(O)C(=O)Cc1ccc2c(c1)OCO2 | x | 29
71 | Cn1nc(CC(=O)N2CCCCC2CN2CCCCC2)c2ccccc2c1=O (stereo not drawn) | x | 0
72 | Cc1cccc(-n2c(/C=C/c3ccccn3)nc3ccccc3c2=O)c1 | x | 2
73 | CN(C)CCN(C(=O)Cc1ccc2c(c1)OCCO2)C1CCCC1 | x | -17
74 | CCCN1CCc2cccc3c2[C@H]1Cc1ccc(O)c(O)c1-3 | x | 40
75 | CC(=O)NBr | x | -9
76 | O=C(CN1C2CCC1CC(O)(c1ccccn1)C2)NC1CCCCC1 (stereo not drawn) | x | 0
77 | C[C@@]12C[C@@H](c3ccoc3)OC(=O)[C@@H]1CC[C@]1(C)C2[C@H]2C=C[C@]1(O)C(=O)O2 (stereo partly drawn) | x | 14
78 | CC(C)(CS(=O)(=O)[O-])NC(=O)CC[N+]12CCN(CC1)CC2 | x | 4
79 | C[C@@H](O)CN(CCN(C[C@@H](C)O)C[C@@H](C)O)C[C@@H](C)O.O=[N+]([O-])O.[Cu] | x | 14
80 | CN(C)CCN(Cc1ccccc1F)C(=O)Cc1nn(C)c(=O)c2ccccc12 | x | -5
81 | O=C(O)COc1cc(Cl)c(Cl)cc1Cl | x | 13
82 | CC(c1ccccc1F)n1cc(C(=O)NC2CC2)nn1 (stereo not drawn) | x | -7
83 | Cc1ccc(C2=CCN(CC(=O)N(C)C3CCCCC3)CC2)o1 | x | -23
84 | NC(Cc1cc(O)c(O)cc1O)C(=O)O (stereo not drawn) | x | 14
85 | CC(C)[C@]1(O)[C@@H](OC(=O)c2ccc[nH]2)[C@@]2(O)[C@@]3(C)C[C@]4(O)O[C@@]5([C@H](O)[C@@H](C)CC[C@@]35O)[C@@]2(O)[C@@]41C | x | 6
86 | Cc1c(C(=O)c2cccc3ccccc23)c2cccc3c2n1[C@H](CN1CCOCC1)CO3 | x | -2
87 | C1=CC2CCC(C1)N2CCN1C2C=CCC1CC2 | x | 0
88 | COc1ccc(CN2CCN(C(=O)COc3ccc(Cl)cc3)CC2)c(OC)c1OC | x | -118
89 | COc1ccc2c(c1OC)C(=O)O[C@@H]2[C@@H]1c2cc3c(cc2CCN1C)OCO3 | x | -1
90 | C#CCN[C@H](C)Cc1ccccc1 | x | -13
91 | CCCN(CCC)[C@@H]1CCc2ccc(O)cc2C1 | x | -7
92 | C#CCOc1ccc(CN2C3CCC2CC(O)(c2nccn2C)C3)cc1 (stereo not drawn) | x | -21
93 | CC(C)=CC1C(C(=O)OCc2cccc(Oc3ccccc3)c2)C1(C)C (stereo not drawn) | x | 3
94 | Nc1ncnc2c1ncn2[C@@H]1O[C@H](COP(=O)(O)CP(=O)(O)OP(=O)(O)O)[C@H](O)C1O (stereo partly drawn) | x | 10
95 | CNC(=O)OCC[N+](C)(C)C | x | -20
96 | O=c1cccc2n1C[C@H]1CNCC2C1 | x | -10
97 | CC1(C)C(=O)[C@@H]2O[C@@H]2[C@@]2(C)C1C[C@@H](O)[C@]1(C)C2CC[C@@]2(C)[C@H](c3ccoc3)OC(=O)C3OC321 (stereo partly drawn) | x | -3
98 | Cc1cc(OC(=O)N2CCCCC2)c(C(C)C)cc1[N+](C)(C)C | x | 19
99 | CN(N=O)c1cc(O)ccc1O | x | 13
100 | COc1ccccc1CN(CCN(C)C)C(=O)Cc1nc2ccc(C)cc2[nH]1 | x | -31

# The list continues:
no. | structure | m-calpain inh | EP2 mod
101 | CCn1nc(CC(=O)N(CCN(C)C)Cc2ccccc2F)c2ccccc2c1=O | x | -16
102 | c1ccc(CCCN2CCN(CCOC(c3ccccc3)c3ccccc3)CC2)cc1 | x | 36
103 | CC(C)CCCC1(C)C=Cc2c(O)c3c(c(CCC(C)C)c2O1)OC12C(CC4CC1C(C)(C)OC2(CCC(C)C(=O)O)C4O)C3=O (stereo not drawn) | x | 4
104 | CCCC(C)C1(CC)C(=O)N=C(S)NC1=O (stereo not drawn) | x | 30
105 | Cc1ccc(C(=O)N[C@@H](C)CN2C3=NC[C@H](Cc4ccccc4)N3C[C@H]2Cc2ccc(O)cc2)cc1Br | -59 | -13
106 | CCCC[N+]1(C)C2CC(OC(=O)C(CO)c3ccccc3)CC1C1OC12 (stereo not drawn) | -17 | 34
107 | COc1ccc2c(c1)C13CCCC[C@@H]1C(C2)N(C)CC3 (stereo partly drawn) | 2 | -12
108 | NNCc1cccc(O)c1 | -25 | 26&6
109 | O=C(c1ccc2nc(-c3ccco3)c(-c3ccco3)nc2c1)N1CCC2(CC1)OCCO2 | -188 | 0
110 | COc1cc(O)c(C(=O)O)c(-c2cc(O)c(O)cc2C)c1 | -5 | 23
111 | CC(Cc1ccc(O)cc1)NCC(O)c1cc(O)cc(O)c1 (stereo not drawn) | -12 | 82*
112 | O=C(N[C@H]1CP(=O)(Oc2ccccc2)O[C@H](COCc2ccccc2)[C@H]1O)C(Cl)(Cl)Cl (stereo partly drawn) | 8 | -15
113 | COc1ccccc1N1CCNCC1 | 1 | 26&23&8
114 | CC(=O)OC[C@]12CCC(C)=C[C@H]1O[C@@H]1[C@H](O)[C@@H](OC(C)=O)[C@@]2(C)[C@]12CO2 | -6 | -12
115 | C=C(C=O)C[C@@H]1C[C@H](O)C2OC3C[C@]4(C)OC5/C=C\CC6OC7C(CC=CCC6OC5CCCC4OC3CC2O1)OC1CC2OC3CC(=O)OC3C[C@@H](C)C[C@@]2(C)OC1C[C@@H]7C (stereo partly drawn) | -65 | -9

# Assay outcomes deposited in PubChem BioAssay by Emory University Molecular Libraries Screening Center.
